# Bioassay records (PubChem)
# GRK2 aptamer HTS = human GRK2 inhibition via aptamer displacement | P25098 | bead flow cytometry, FAM-aptamer displacement from GRK2 | inhibition of aptamer binding, % at 10 µM | 0.59% of 330,000 active;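 active = inhibition of aptamer binding above 40%, roughly 3 SD of noise, on plates passing a quality check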;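 note: median bead fluorescence of bound FAM aptamer so fluorescent compounds give negative values; no value below 0 was filed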
# Target sequence (P25098 whole entry, looked up): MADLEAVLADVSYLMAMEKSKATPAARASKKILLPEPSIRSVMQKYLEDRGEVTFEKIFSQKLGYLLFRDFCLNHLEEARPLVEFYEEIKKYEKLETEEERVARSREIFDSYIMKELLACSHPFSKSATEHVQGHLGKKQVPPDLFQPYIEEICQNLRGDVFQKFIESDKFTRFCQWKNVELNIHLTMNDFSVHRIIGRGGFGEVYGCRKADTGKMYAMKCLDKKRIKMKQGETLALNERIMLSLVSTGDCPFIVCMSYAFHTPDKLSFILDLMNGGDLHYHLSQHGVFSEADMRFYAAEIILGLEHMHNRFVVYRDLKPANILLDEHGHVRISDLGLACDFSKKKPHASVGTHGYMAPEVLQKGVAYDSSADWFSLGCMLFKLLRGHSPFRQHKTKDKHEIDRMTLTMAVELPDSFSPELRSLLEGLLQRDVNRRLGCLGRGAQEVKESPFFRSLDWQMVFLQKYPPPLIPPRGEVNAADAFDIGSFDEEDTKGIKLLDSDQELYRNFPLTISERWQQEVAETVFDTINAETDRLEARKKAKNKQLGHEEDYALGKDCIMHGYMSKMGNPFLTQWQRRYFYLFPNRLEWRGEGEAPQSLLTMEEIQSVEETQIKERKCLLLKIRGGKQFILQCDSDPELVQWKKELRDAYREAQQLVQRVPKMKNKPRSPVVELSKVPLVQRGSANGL
# AGP1-GFP MLPCN = yeast TOR pathway AGP1-GFP modulation. S. cerevisiae AGP1-GFP multiplex flow cytometry, 3 h; GFP as percent of DMSO wells. GFP response vs DMSO, % at 10 µM. 0.02% of 320,000 active. AID 2066;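 active = GFP response relative to DMSO above a set limit, near screen average plus 3 SD, cut at about 150% in these data; inconclusive = fewer than 70 cells counted for the yeast strain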;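 note: median GFP channel fluorescence of the gated AGP1 strain per well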
# RPL19A TOR yeast = alters RPL19A-GFP fluorescence in TOR pathway yeast screen; S. cerevisiae RPL19A-GFP strain, flow cytometry, 3 h; hits give low values; percent response vs DMSO, % at 10 µM; 0.3% of 330,000 active; AID 2025;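 active = percent response vs DMSO below 50%; inconclusive = fewer than 70 events counted for the yeast strain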;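 note: median channel GFP fluorescence of the barcoded RPL19A-GFP strain; ratio of sample median GFP to plate DMSO average so 100% = DMSO; lower means less RPL19A-GFP as with rapamycin TOR inhibition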
# VLA-4 inh = inhibition in a human VLA-4 binding assay; 0.2% of 330,000 active; AID 2557; P13612; inhibition, % (about 7 µM as worked out from the volumes in the protocol); VLA-4 expressing cells, ligand binding flow cytometry; in the data active = inhibition above about 50%
# CIT2 TOR yeast = yeast TOR pathway CIT2-GFP modulation; S. cerevisiae CIT2-GFP strain, flow cytometry, 3 h; 100 means same as DMSO wells; GFP response vs DMSO, % at 10 µM; 0.065% of 320,000 active; AID 2029;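 active = GFP response relative to DMSO above a set limit, near the screen mean plus 3 SD, cut at about 150% in these data; inconclusive = Fewer than 70 cells measured for a yeast strain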;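 note: ratio of well median GFP fluorescence to mean of DMSO wells on the plate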
# JMJD2C inh = inhibitors of human GASC-1 (JMJD2C) demethylase. Q9H3R0. AID 2099. GST-JMJD2C(1-420) H3K9me3 demethylation, DELFIA europium. inhibition, % at 2.35 µM. 0.069% of 330,000 active;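 active = more than half of a compound's replicate wells show inhibition beyond 50%, single wells judged on their own value; inconclusive = some, but no more than half, of replicates pass 50% inhibition; inactive = no replicate passes 50% inhibition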;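 note: signal counts dimethyl H3K9 product captured on neutravidin plate; 0% = median of DMSO wells and 100% = 0.3 times that DMSO median; strong numbers were not always called active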
# Target sequence (Q9H3R0 1-420 limits assumed): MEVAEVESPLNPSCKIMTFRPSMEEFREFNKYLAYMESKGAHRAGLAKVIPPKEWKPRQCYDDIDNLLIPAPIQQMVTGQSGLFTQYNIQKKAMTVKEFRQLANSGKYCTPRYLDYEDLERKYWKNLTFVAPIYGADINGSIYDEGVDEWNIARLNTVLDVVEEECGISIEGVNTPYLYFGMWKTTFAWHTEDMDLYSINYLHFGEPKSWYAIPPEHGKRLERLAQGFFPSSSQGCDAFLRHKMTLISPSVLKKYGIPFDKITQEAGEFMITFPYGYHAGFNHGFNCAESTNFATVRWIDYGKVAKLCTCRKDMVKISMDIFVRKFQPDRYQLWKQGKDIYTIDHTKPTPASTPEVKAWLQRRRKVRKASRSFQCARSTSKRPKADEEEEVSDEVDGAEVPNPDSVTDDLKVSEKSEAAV
# MEP2-GFP yeast = alters MEP2-GFP fluorescence in TOR pathway yeast screen | S. cerevisiae MEP2-GFP strain, flow cytometry GFP, 3 h; 100% = DMSO control level | GFP response vs DMSO, % at 10 µM | 0.51% of 330,000 active;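 active = GFP response versus DMSO above a set limit, roughly screen mean plus 3 SD, cut at about 180% in these data; inconclusive = fewer than 70 cells counted for a yeast strain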;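 note: median GFP fluorescence of the barcode-gated MEP2-GFP cells per well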
# LAP4-GFP MLPCN = alters LAP4-GFP fluorescence in TOR pathway yeast screen; 0.34% of 320,000 active; S. cerevisiae LAP4-GFP multiplex, flow cytometry GFP, 3 h; median GFP as percent of DMSO wells; GFP response vs DMSO, % at 10 µM;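 active = GFP response vs DMSO above a set limit, about the screen mean plus 3 SD, cut at about 150% in these data; inconclusive = under 70 cell events counted for the yeast strain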
# An asterisk follows results filed as active; i = inactive; ? = inconclusive; · = not tested or not shown; & = joins results of further samples; [ ] = remark or other dose.
SMILES,GRK2 aptamer HTS,AGP1-GFP MLPCN,RPL19A TOR yeast,VLA-4 inh,CIT2 TOR yeast,JMJD2C inh,MEP2-GFP yeast,LAP4-GFP MLPCN
CC(C)NC(=O)COC(=O)/C=C/c1ccco1,19,92,93,2,93,-4,98,88
O=C(/C=C/c1ccccc1)C1=C(O)C(=O)N(CCO)C1c1cccc([N+](=O)[O-])c1 (stereo not drawn),5,48,59,-13,105,-5,639*,107
C=CCOC(=O)C1=C(C)NC(C)=C(C(=O)OCC=C)C1c1ccc(O)cc1,0,102,99,13,98,9,96,98
C[C@H](CO)N1C[C@H](C)[C@@H](CN(C)S(=O)(=O)c2cccs2)Oc2ccc(NC(=O)c3ccncc3)cc2C1=O,0,84,95,-4,89,4,89,89
COc1ccc(NC(=S)NCCc2ccccc2)c(C)c1,0,95,111,2,100,-12,102,87
Cc1ccc2nc(-c3cccc(Br)c3)cc(C(=O)NCC3CCCO3)c2c1 (stereo not drawn),12,99,103,27,102,-2,100,96
c1ccc(-c2cc3c(-n4cccc4)ncnc3o2)cc1,1,·,102,-3,115,1,110,106
NC(=O)C1(N2CCCCC2)CCN(C(=O)NC23CC4CC(CC(C4)C2)C3)CC1,0,98,102,20,102,3,103,111
COc1ccc(-c2csc(Nc3ccc(C)cn3)n2)cc1OC,0,88,91,1,89,0,95,95
O=C1C2C3C=CC(C4CC34)C2C(=O)N1c1nccs1 (stereo not drawn),1,108,107,2,102,2,107,97

# Sorted by molecular weight (ascending): some entries from above
SMILES,GRK2 aptamer HTS,AGP1-GFP MLPCN,RPL19A TOR yeast,VLA-4 inh,CIT2 TOR yeast,JMJD2C inh,MEP2-GFP yeast,LAP4-GFP MLPCN
c1ccc(-c2cc3c(-n4cccc4)ncnc3o2)cc1,1,·,102,-3,115,1,110,106
C=CCOC(=O)C1=C(C)NC(C)=C(C(=O)OCC=C)C1c1ccc(O)cc1,0,102,99,13,98,9,96,98
NC(=O)C1(N2CCCCC2)CCN(C(=O)NC23CC4CC(CC(C4)C2)C3)CC1,0,98,102,20,102,3,103,111
O=C(/C=C/c1ccccc1)C1=C(O)C(=O)N(CCO)C1c1cccc([N+](=O)[O-])c1 (stereo not drawn),5,48,59,-13,105,-5,639*,107

# The results go on:
SMILES,GRK2 aptamer HTS,AGP1-GFP MLPCN,RPL19A TOR yeast,VLA-4 inh,CIT2 TOR yeast,JMJD2C inh,MEP2-GFP yeast,LAP4-GFP MLPCN
CCc1ccccc1NC(=O)c1cc(-c2ccc(OC)cc2)on1,0,104,99,10,99,-11,97,103
COCCNC(=O)CSc1nc(-c2ccccc2)c(-c2ccccc2)o1,3,103,96,10,100,7,109,115
c1ccc(C[n+]2cccc3c4ccccc4ccc32)cc1,1,89,88,-7,89,1,93,89
COc1cc(C(=S)N2CCN(c3cccc(Cl)c3)CC2)ccc1O,3,90,91,12,100,0,88,81
COc1ccc(-n2nc([N+](=O)[O-])c(=NCCc3cccc(C)c3)n2O)cc1,4,86,98,8,92,-2,103,89
CCOC(=O)Cc1csc(NC(=O)CN2CCN(c3ccccc3)CC2)n1,0,93,92,3,104,2,100,82
Cc1ccccc1C(=O)NCCc1nnc(SCC(=O)Nc2nc(-c3ccccc3)cs2)n1C,55*,90,95,8,·,-6,94,89
COc1ccc(-c2cn(-c3ccccc3)c(=S)[nH]2)cc1OC,0,105,104,1,103,-3,102,102
NS(=O)(=O)c1ccc(NC(=O)Nc2ccccc2)cc1,1,107,99,3,98,7,103,113
Cc1c(C)c2c(OCC(=O)NCc3ccncc3)cc3c(c2oc1=O)CCC(C)(C)O3,0,97,99,49,97,7,102,102
CCc1nnc(NC(=O)CSc2nc3c(c(=O)n2C)SC(C)C3)s1 (stereo not drawn),7,98,99,-4,96,-8,101,105
O=C(COc1ncnc2scc(-c3ccc(Cl)cc3)c12)NCc1ccco1,0,100,99,2,108,0,105,97
CSc1oc(-c2ccccc2)nc1S(=O)(=O)c1ccc(C)cc1,0,95,98,4,96,10,97,88
COc1ccc(-c2c3c(=O)n(C)c(=O)n(C)c3cn2Cc2cccnc2)cc1,0,92,91,-3,91,-9,90,85
CS(=O)(=O)c1ccc(Cl)c(NC(=O)C2CCN(S(=O)(=O)c3cccs3)CC2)c1,0,89,89,-1,86,7,88,94
COC(=O)c1cccc(C(=O)N2CCC(CO)(Cc3ccccc3Cl)CC2)c1,2,102,96,17,97,-7,96,102
C=CCn1c(SCC(=O)Nc2ccc(O)cc2)nc2sc(CC)cc2c1=O,2,101,107,0,97,3,100,100
CCOC(=O)N1CCN(c2cc(=O)n(C)c(=O)n2C)CC1,0,102,93,-1,93,9,95,106
COCC(C)NC(=O)c1ccc(-n2nc(C(F)(F)F)cc2-c2cccs2)cc1 (stereo not drawn),4,100,99,-3,99,-17,103,98
O=C(CN1C(=O)COc2ccc(Cl)cc21)Nc1ccc2c(c1)OCCO2,2,97,101,6,97,7,98,105
CN(CCNC(=O)CCNC(=O)Cn1ccc2ccccc2c1=O)Cc1ccccc1,0,102,98,2,91,-8,109,104
COc1cccc(-c2nnc(SCC(=O)N3CC(C)CC(C)C3)o2)c1 (stereo not drawn),1,101,100,9,100,-1,101,111
Cc1ccc(NC(=O)NCc2c(C)nn(C)c2C)cc1Cl,2,105,107,2,103,1,106,100
O=C(CC1(O)C(=O)Nc2ccccc21)c1ccc(-n2cccc2)cc1 (stereo not drawn),1,104,99,4,100,11,100,97
COc1cc2c(cc1NC(=O)CCC(=O)O)oc1ccccc12,5,98,103,14,98,13,104,93
COc1cc(/C=N/NC(=O)c2cc3c(ccc4ccccc43)o2)cc(OC)c1O,2,?,19*[may fluoresce violet],1,?,-21,245*[may fluoresce violet],80[may fluoresce violet]
CCCCN(CCCC)C(=O)c1cc(Cl)ccc1[N+](=O)[O-],0,98,103,7,113,-8,82,84
Cc1c(NC(=O)Nc2ccc(F)cc2)c(=O)n(-c2ccccc2)n1C,1,102,102,9,99,2,103,98
CCOc1cccc(C(=O)NC(=S)Nc2ccc(Cl)cc2C(=O)O)c1,0,103,99,9,101,6,104,110
CCNC(=O)C1CCCN(c2nc(C)cc(C)n2)C1 (stereo not drawn),0,109,104,3,111,-3,100,102
Cc1ccc(C(=O)N2CCCC(C(=O)Nc3cccc(-c4ccc(F)cc4)c3)C2)cn1 (stereo not drawn),2,96,98,-1,102,14,100,91
Cc1ccc(S(=O)(=O)NCC(=O)N(CC(=O)NCc2ccccc2)CC2CCCO2)cc1 (stereo not drawn),0,91,96,1,102,2,106,98
O=C(COc1ccccc1)Nc1ccccc1NS(=O)(=O)c1cccs1,3,92,98,3,98,-28,95,95
CCC(OC(=O)c1nsc(Cl)c1Cl)C(=O)NCCc1ccccc1 (stereo not drawn),0,92,92,-2,91,-24,97,91
Cc1ccc(S(=O)(=O)N2CCC(C(=O)N3CCc4ccccc43)CC2)cc1,0,97,101,10,99,5,95,85
Cn1c(Cc2nc(-c3cnccn3)no2)nnc1SCC(=O)Nc1ccccc1,1,113,97,-5,102,0,100,110
CC1CCCN(CCCNC(=O)c2ccc3c(c2)N(Cc2ccccc2F)C(=O)c2ccccc2S3(=O)=O)C1 (stereo not drawn),1,103,108,0,106,-1,116,84
O=C(O)C1CCCC[C@H]1C(=O)Nc1ncc([N+](=O)[O-])s1 (stereo partly drawn),0,92,95,19,84,0,92,129
O=S(=O)(NC1=NCCC1)c1ccc(F)cc1F,0,89,98,0,94,3,107,99
Cc1ccc(S(=O)(=O)N2CCOCC2)cc1NC(=O)CSc1nnc(NC2CC2)s1,0,106,102,6,103,-3,98,105
CC(Oc1cc2oc(=O)c3c(c2cc1Cl)CCCC3)C(=O)NCc1cccnc1 (stereo not drawn),1,95,97,-120,103,10,102,98
CC1(C)Cc2cccc(OCC(=O)NCc3cccs3)c2O1,1,109,97,7,99,14,104,112
COc1ccccc1C(=O)C1CCCN(C(=O)c2cc(C(C)C)no2)C1 (stereo not drawn),0,106,104,0,96,-26,99,106
CSc1ncccc1C(=O)OCC(=O)NCc1ccccc1,2,117,116,4,108,4,111,119
CC(C)C1Oc2ccccc2N(CC(=O)N(C)C2CCCCC2)C1=O (stereo not drawn),2,101,99,1,102,13,104,95
CCOc1c(OC)cccc1C1CC(=O)Nc2cc3c(cc21)OCCO3 (stereo not drawn),2,101,97,-10,99,5,102,96
CN(C)c1ccc(C2Nc3cccc4cccc(c34)N2)cc1,0,91,100,-17,96,i,99,101
CCn1c(C)c(C2=CCN(S(=O)(=O)c3ccc(C)cc3)CC2)c2ccccc21,0,101,100,·,96,3,109,97
CS(=O)(=O)c1ccc(Cl)c(NC(=O)COC(=O)c2cccc(S(=O)(=O)N3CCCCC3)c2)c1,3,93,98,3,93,-2,94,86
CC(C)CC(=O)N1CCN(c2ccc([N+](=O)[O-])cc2Cl)CC1,8,95,103,-5,110,-34,102,95

# Next records follow:
SMILES,GRK2 aptamer HTS,AGP1-GFP MLPCN,RPL19A TOR yeast,VLA-4 inh,CIT2 TOR yeast,JMJD2C inh,MEP2-GFP yeast,LAP4-GFP MLPCN
Cc1cccc(NC(=O)CNC(=O)N2CC(=O)Nc3ccccc32)c1C,4,103,99,11,98,-5,94,97
CCn1nnc(NC(=O)COc2cc(C)ccc2C(C)C)n1,0,35,·,19,76,3,113,103
Cc1cc(NC(=O)CSc2cc(Cl)ccc2Cl)n(-c2ccccc2)n1,1,94,105,-5,104,-7,110,86
O=C(Nc1ccccc1Cl)c1cnccn1,1,95,92,6,101,-4,99,81
COc1ccc(Cl)cc1S(=O)(=O)NCc1nc2nc(C)cc(C)n2n1,4,91,90,7,86,14,91,98
CCC1(O)CC(c2ccccc2)=NN1C(=O)c1ccccc1F (stereo not drawn),3,99,99,8,96,3,104,105
c1ccc2nc(SCc3cn4ccccc4n3)cnc2c1,0,100,99,-4,97,1,104,104
O=C(N1CCOCC1)N1c2ccccc2Sc2ccccc21,0,102,98,2,101,-5,103,97
CN1CCN(C(=O)c2ccc(OCCOc3ccccc3)cc2)CC1,1,95,98,7,102,-8,100,89
Cc1ccc(OCC(=O)N2CCN(C(=O)c3ccncc3)CC2)cc1,2,100,93,-2,96,18,99,106
Cc1noc(/C=C/c2cccs2)c1S(=O)(=O)N1CCC(C(=O)NCCCN2CCCC(C)C2)CC1 (stereo not drawn),0,114,114,26,112,-11,110,121
Cc1cc(C)cc(NC(=O)CSc2nc(=O)n3cc(C)ccc3n2)c1,0,?,87[may fluoresce violet],41,?,11,83[may fluoresce violet],?
CC(C)N1CCN(Cc2ccccc2-c2ccco2)CC1CCO (stereo not drawn),0,106,103,-6,99,4,102,95
COC(=O)c1cc(C(=O)OCC(=O)Nc2ccc(N3CCOCC3)cc2)cc([N+](=O)[O-])c1,0,98,95,-8,95,9,96,98
CC1Cn2c(nnc2-c2cc3ccccc3cc2O)S1 (stereo not drawn),3,86,93,-8,90,-14,102,109
O=C(Nc1c(C(=O)Nc2ccc3c(c2)OCCO3)cnn1-c1ccccc1Cl)c1ccco1,1,102,95,23,100,-13&10,106,106
CC(NC(=O)c1ccccc1)C(=O)OCC(=O)c1c(N)n(C)c(=O)n(C)c1=O (stereo not drawn),0,103,102,6,94,6,101,97
Cc1ccc(NC(=O)C(=O)NC2CCCCC2)cc1,3,103,100,-14,101,0,102,100
CSc1nc(C)c(C(=O)C[n+]2ccccc2C)cc1C#N,3,106,111,10,110,4,108,102
O=C(c1ccco1)N1CCN(S(=O)(=O)c2ccc(S(=O)(=O)NC3CCCCC3)cc2)CC1,4,96,98,12,101,-5,97,97
CCN1CCN(c2nc3c(C)cccn3c(=O)c2/C=C(\C#N)S(=O)(=O)c2ccccc2)CC1,0,97,97,10,96,-2,99,94
